High-throughput results as filed in PubChem.
TDP1 inh: inhibitors of human tyrosyl-DNA phosphodiesterase TDP1; Q9NUW8; recombinant TDP1, AlphaScreen DNA substrate cleavage; Potency, µM (doses to about 130 µM), for inactives: at the top dose activity change, negative = inhibition, actives largely listed as inhibitors; 0.28% of 350,000 active; AID 485290; further: nearly all actives have a fitted effect of over 40% in size
Target sequence (Q9NUW8 whole entry, looked up): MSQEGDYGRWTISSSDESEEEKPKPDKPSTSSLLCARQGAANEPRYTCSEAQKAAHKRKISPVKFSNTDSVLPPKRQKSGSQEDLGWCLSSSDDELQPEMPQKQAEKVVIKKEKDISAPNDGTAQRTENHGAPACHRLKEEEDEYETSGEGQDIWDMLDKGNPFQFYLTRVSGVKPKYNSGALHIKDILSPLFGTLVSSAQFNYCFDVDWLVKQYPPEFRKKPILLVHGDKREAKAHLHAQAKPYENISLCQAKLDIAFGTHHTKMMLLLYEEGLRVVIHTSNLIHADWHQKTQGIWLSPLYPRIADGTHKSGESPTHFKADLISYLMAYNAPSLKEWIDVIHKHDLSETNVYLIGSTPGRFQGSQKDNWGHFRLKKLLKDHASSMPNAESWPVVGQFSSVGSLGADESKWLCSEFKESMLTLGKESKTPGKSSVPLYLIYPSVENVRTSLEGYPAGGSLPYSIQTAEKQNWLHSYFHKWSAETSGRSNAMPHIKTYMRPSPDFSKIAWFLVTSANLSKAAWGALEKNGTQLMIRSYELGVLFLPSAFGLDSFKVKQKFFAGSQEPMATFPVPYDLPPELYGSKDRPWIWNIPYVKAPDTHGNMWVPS
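Steps: enzyme plus compound, 15 min RT; add biotin/phosphotyrosine-FITC oligonucleotide (15 nM final), react 5 min; add donor/acceptor beads (10 ug/ml final), 10 min; read AlphaScreen. Tdp1 at 1 nM final.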
DT40 TDP1 CPT: DT40-hTDP1 cell growth loss with CPT | Potency, µM (top dose mostly 46.2 µM), inactives show top-dose activity change, negative = growth inhibition, usual class: inhibitors | AID 686979 | chicken DT40 Tdp1-/-;hTDP1 cells + 20 nM CPT, ATP luminescence, 48 h | 12% of 420,000 active; further: nearly all actives have a fitted effect of over 55% in size
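Cell growth measured by CellTiter-Glo luminescence after a minimum 48 h, 37 C compound exposure with 20 nM CPT in Tdp1-knockout DT40 cells stably expressing hTDP1, seeded 400/well; qHTS titration format.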
TDP1 cell noCPT: qHTS for Inhibitors of human tyrosyl-DNA phosphodiesterase 1 (TDP1): qHTS in cells in absence of CPT; 15% of 420,000 active; Potency, µM (highest dose often 46.2 µM), for inactives: at the highest dose activity change, negative = growth inhibition, usual class: inhibitors; DT40 Tdp1-/- hTDP1 cells, no CPT, ATP luminescence, 48 h; further: nearly all actives have a fitted effect of over 55% in size
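Stably hTDP1-transfected Tdp1-null chicken DT40 cells were treated with library compounds minus camptothecin and grown for at least 48 hr at 37 °C, after which cellular ATP was quantified by luminescence.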
Numbers without * were called inactive; ? = inconclusive; . = no result given; & = joins results of further samples; [ ] = another dose, or the depositor's remark. The call rests on the fitted dose curve; in most records, active means well fitted curve in the direction sought with a large enough effect; inconclusive means small, poorly fitted or top-dose-only effect, or another doubt; inactive means no such curve, though single readings can be large; an effect the other way counts as inactive or inconclusive. On the % scale 0 is the no-effect control and ±100 the full control effect; potency means the concentration at half of the fitted maximal effect.

compound	TDP1 cell noCPT	DT40 TDP1 CPT	TDP1 inh
CCOc1ccc(C(C)=O)cc1COC(=O)c1cccnc1SC	1%	5%	0%
COc1ccc(OC)c(CNC(=O)c2cc(-c3ccc(Cl)s3)nc3ccccc23)c1	9.2µM*	15µM*	-1%
Cc1sc2ncn(CC(=O)OCC(=O)NC(C)(C)C)c(=O)c2c1C	-1%	-4%	2%
CN(C)c1nc(NN)nc(Nc2ccc(F)cc2)n1	-27%	-9%	.
Cc1ccc(N2C(=O)c3ccccc3C2C(=O)c2ccc(C)c(C)c2O)cc1 (stereo not drawn)	18µM*	?	8%
Cc1ccc(-c2ncccc2OC(=O)C23CC4CC(CC(C4)C2)C3)cc1	-15%	?	-7%
Cc1ccc(-n2c(=O)c(C#N)cc3c(=O)n4ccccc4nc32)cc1C	23µM*	?	2%
CCOC(=O)N1CCN(C(=O)c2cn(C)c3ccc(S(=O)(=O)N(C)C4CCCCC4)cc3c2=O)CC1	2%	-10%	0%
COc1ccc2c(c1OC)C(Cc1ccccc1)N1CCc3cc4c(cc3C1=C2)OCO4 (stereo not drawn)	3.8µM*	3µM*	-5%[56.1 µM]
Cc1ccc(-c2nnc(-c3ccc4ccccc4c3)o2)cc1	?	?	.
CS(=O)(=O)c1ccc(Nc2nc(C(N)COCc3ccccc3)cs2)cc1 (stereo not drawn)	21µM*	21µM*	.
COc1c(OC(C)=O)c(=O)n2c3ccccc3c3ccnc1c32	?	?	.
COc1ccc(CNC(=O)CC23CC4CC(CC(C4)C2)C3)cc1OC	-24%	?	.
CCOC(=O)Cn1nc(C)n(-c2ccc(Cl)cc2)c1=O	-4%	-21%	0%
CCOc1ccc(-c2nnc(SCC(=O)Nc3cccc(Cl)c3C)o2)cc1	?	?	6%

Other records:
compound	TDP1 cell noCPT	DT40 TDP1 CPT	TDP1 inh
Cc1nn(C)c(C)c1S(=O)(=O)NC1CCCC1	-3%	-1%	6%
CSc1ccccc1NC(=O)CN(C)C(=O)c1ccc2c(c1)OCCO2	-6%	0%	2%
COCCNC(=O)C(NC(=O)C1CCCCC1)C(C)C (stereo not drawn)	-9%	6%	4%
Cc1ccc(NC(=O)COC(=O)CNC(=O)c2ccc3ccccc3c2)c([N+](=O)[O-])c1	-3%	-3%	6%
O=C(O)c1ccc(NS(=O)(=O)c2cc(Cl)ccc2Cl)cc1	-6%	1%	-1%
CC(=O)c1cccc(Oc2cc(NN3CCCCC3)c([N+](=O)[O-])cc2[N+](=O)[O-])c1	?	?	.
COCCOC(=O)c1c(C)nc(SCC(=O)Nc2ccc(C)cc2)c(C#N)c1-c1ccco1	?	?	0%
Cc1onc(-c2ccccc2Cl)c1C(=O)NCc1nc(-c2ccc(C(F)(F)F)cc2)no1	15µM*	?	6%
CCOc1cc(Br)ccc1S(=O)(=O)NCc1ccccc1	?	-22%	4%
CCOC(=O)C(C)n1cnc2c(nnn2Cc2ccc(C)cc2)c1=O (stereo not drawn)	-14%	?	-5%
COc1ccc(Nc2nc(N)nc(CSc3nc(C)cc(C)n3)n2)cc1	?	-1%	5%
O=S(=O)(NCC(c1ccco1)N1CCCCC1)c1cccc(C(F)(F)F)c1 (stereo not drawn)	?	?	-3%
O=C(CCC(=O)Nc1ccccc1)NNC(=O)c1ccccc1Cl	-3%	-10%	5%
O=C(NCCN1CCN(c2ccccc2)CC1)Nc1ccccc1Br	?	?	2%
Cc1ccc(NC(=O)C2CCN(S(=O)(=O)c3ccc(Cl)c(C(F)(F)F)c3)CC2)nc1	?	-27%	-3%

Going on with the list.
compound	TDP1 cell noCPT	DT40 TDP1 CPT	TDP1 inh
CCOc1ccc(-n2c(C)nc3cc(C(=O)NCc4ccc5c(c4)OCO5)ccc32)cc1	?	?	3%
CCc1nc(NCc2ccccc2)c(C#N)c2c1CCCC2	5%	-13%	-5%
COc1cccc([C@@H]2CC=C(C(=O)O)[C@H](c3ccccc3F)N2S(=O)(=O)c2ccc(C)cc2)c1	-2%	4%	-2%
COc1ccc(OC)c(CNc2ncnc3onc(C)c23)c1	?	?	4%
CCc1ccc(C2CC(c3ccccc3Cl)Nc3nc(N)nn32)cc1 (stereo not drawn)	?	-21%	11%
N#C/C(=C\c1ccc(-c2ccc([N+](=O)[O-])cc2)o1)C(=O)Nc1nc(-c2cccs2)cs1	?	?	.
Cc1nnc(N2CCC(C(=O)NC(C)C)CC2)c2nn(-c3ccc(Cl)cc3)c(C)c12	17%	8%	-6%
COc1cccc(Nc2nc(-c3sc(NC(=O)CC(C)C)nc3C)cs2)c1	23µM*	13µM*	2%
Cc1ccc(SCc2cc(=O)[nH]c(N3CCN(Cc4ccccc4)CC3)n2)cc1	?	-10%	0%
CCC1(CC)NC(=O)N(CC(=O)OCC(=O)c2ccccc2OC)C1=O	-15%	-1%	.
CCCc1nnc(NC(=O)CCC(=O)NC2CC2)s1	6%	16%	1%
CC(C)C[C@H](NC(=O)c1nc[nH]c1C(=O)N[C@@H](CC(C)C)C(=O)OCc1ccccc1)C(=O)OCc1ccccc1	26µM*	23µM*	.
Cc1ccc(Oc2ccc(NC(=O)c3ccco3)cc2)cc1	?	?	7%
CCOc1cc2c(cc1O)CCC1C2CCC2(C)C(O)CCC12 (stereo not drawn)	0.21µM*	0.26µM*	.
CCOc1cc(N2CCOCC2)c(OCC)cc1NC(=O)CN1CCCC1	-5%	10%	-8%

(next part)
compound	TDP1 cell noCPT	DT40 TDP1 CPT	TDP1 inh
COC(=O)[C@@]1(Sc2ccc(C)cc2)CC(=O)N[C@@H]1c1ccco1	-7%	-1%	.
CCC(Cc1ccccc1)NC(=O)CCc1ccccc1 (stereo not drawn)	-5%	18%	1%
COc1ccc(C(=O)N/C(=C\c2ccc3c(c2)OCO3)C(=O)Nc2ccc(C(=O)O)cc2)cc1	-14%	13%	-8%
Cc1c(CCO)c(=O)[nH]n1S(=O)(=O)c1ccccc1	-9%	8%	1%
CC(C)(O)C#Cc1cccc(-c2nc(C(=O)NCCCN3CCOCC3)cc3c2[C@H](CCO)N(S(=O)C(C)(C)C)C3)c1 (stereo partly drawn)	-5%	-13%	.
CC(C)C1Nc2c(O)cc(Cl)c([N+](=O)[O-])c2C2C=CCC21 (stereo not drawn)	?	?	7%
CC(C)C[C@H](NC(=O)N1CC(=O)Nc2ccccc21)C(=O)N1CCC(C(=O)O)CC1	6%	10%	1%
O=C(O)c1ccccc1-c1ccccc1C(=O)NCCCO	1%	-21%	6%
O=C(CCC(=O)c1cccs1)NNC(=O)c1cc(Cl)ccc1Cl	-3%	-7%	0%
Cn1c(-c2ccco2)n[nH]c1=S	-2%	9%	-9%
Cc1cn(C)c(=O)n(C)c1=O	13%	9%	1%
Cc1sc2nc(COC(=O)c3cccc(OC(F)F)c3)[nH]c(=O)c2c1C	?	?	4%
O=C(O)COc1ccc2c(c1)O/C(=C\c1ccco1)C2=O	17%	0%	.
CC1CCCCN1CCCNC(=O)c1c(O)nc2ccccn2c1=O (stereo not drawn)	16%	-15%	2%
Cc1ccc(Cl)cc1NS(=O)(=O)c1cn(C)nc1C	26%	-14%	4%

Entries of single compounds from above.
COC(=O)[C@@]1(Sc2ccc(C)cc2)CC(=O)N[C@@H]1c1ccco1 reads TDP1 cell noCPT: -7%; DT40 TDP1 CPT: -1%; TDP1 inh: .
Cc1cn(C)c(=O)n(C)c1=O reads TDP1 cell noCPT: 13%; DT40 TDP1 CPT: 9%; TDP1 inh: 1%

Next part:
compound	TDP1 cell noCPT	DT40 TDP1 CPT	TDP1 inh
CCOc1ccc(N2C(=O)CC(/C=C3/N(C)c4ccccc4C3(C)C)C2=O)cc1 (stereo not drawn)	-21%	-2%	7%
COc1ccc(CCC(=O)NNC(=O)Nc2ccc(C(C)=O)cc2)cc1	3%	4%	3%
CCOc1ccccc1-n1c(SCC(=O)N(CC)CC)nnc1-c1ccccn1	?	?	2%
Cc1cccc(Cn2cc(C(=O)Nc3cc(F)ccc3F)ccc2=O)c1	16µM*	?	8%
COc1cc(O)c2c(=O)c3c(OC)c(O)ccc3oc2c1	?	?	4%
Cc1ccc(NC(=O)CCC(=O)N/N=C/C=C/c2ccccc2)cc1	-4%	-10%	2%
COc1ccc(CNC(=O)C2CCN(S(=O)(=O)c3ccc(SC)cc3)CC2)cc1	?	-19%	.
O=C(CSc1nnc2ccccn12)Nc1ccc2c(c1)OCCO2	8%	9%	0%
Nc1nn2cc(-c3ccccc3)nc2c2ccccc12	?	?	2%
O=C(Nc1ccc2nc(SCCOc3ccccc3)sc2c1)c1ccccc1F	?	?	1%
CCCc1cc(=O)[nH]c(SCCc2ccccc2)n1	-25%	-12%	0%
Cc1ccc(CCNC(=O)c2ccc3c(c2)N(Cc2ccccc2F)C(=O)c2ccccc2S3=O)cc1 (stereo not drawn)	?	?	2%
O=C(CC1CCCC1)NNC(=O)c1ccc(F)cc1	-7%	0%	.
CC1=C(C(=O)Nc2ccccc2)C(c2ccc(Br)cc2)n2nc(CCCO)nc2N1 (stereo not drawn)	3%	-4%	.
Cn1cc(-c2nnnn2-c2ccccc2)c(=O)c2ccccc21	-6%	-10%	6%

Ordered by number of heavy atoms (lowest first): part of the list above
compound	TDP1 cell noCPT	DT40 TDP1 CPT	TDP1 inh
O=C(CC1CCCC1)NNC(=O)c1ccc(F)cc1	-7%	0%	.
Nc1nn2cc(-c3ccccc3)nc2c2ccccc12	?	?	2%
Cc1cccc(Cn2cc(C(=O)Nc3cc(F)ccc3F)ccc2=O)c1	16µM*	?	8%
COc1ccc(CNC(=O)C2CCN(S(=O)(=O)c3ccc(SC)cc3)CC2)cc1	?	-19%	.
Cc1ccc(CCNC(=O)c2ccc3c(c2)N(Cc2ccccc2F)C(=O)c2ccccc2S3=O)cc1 (stereo not drawn)	?	?	2%

(cont.)
compound	TDP1 cell noCPT	DT40 TDP1 CPT	TDP1 inh
O=C(COC(=O)CNC(=O)c1ccccc1)Nc1ccccc1Cl	-14%	-2%	-2%&2%
C=CCn1c(SCC(=O)OCC)nc(C(F)(F)F)cc1=O	1%	15%	0%
CC(=O)OC1[C@H](Oc2c(O)c(C)c3c4c2[C@@H](C)CC[C@@H]4[C@@H](C)C[C@@H]3C=C(C)C)OC[C@@H](O)[C@@H]1O (stereo partly drawn)	-31%	5%	5%
Cc1ccc(-c2nc(=S)c3c(n2Cc2cccnc2)CC(C)(C)OC3)cc1	1%	16%	.
Cc1ccccc1NC(=O)Cn1nc(C(=O)O)c2ccccc2c1=O	-21%	15%	-1%
O=C(Nc1ccc2[nH]c3c(c2c1)CCCC3)c1ccco1	21µM*	?	14%
OC(CC#CCN1CCCCC1)(c1ccccc1)c1ccccc1	?	-28%	.
CC(C(=O)NCCN1C(=O)S/C(=C\c2cccnc2)C1=O)N1C(=O)c2ccccc2C1=O (stereo not drawn)	12%	-30%	1%
CSc1ccccc1C(=O)C1CCCN(Cc2c(C)n(C)n(-c3ccccc3)c2=O)C1 (stereo not drawn)	29µM*	?	0%
CCN(Cc1ccccc1)c1nc2c(S(=O)(=O)c3ccccc3)nnn2c2ccc(Cl)cc12	?	?	1%
COc1ccc(C(C(=O)NC(C)(C)C)N(Cc2ccco2)C(=O)CCC(=O)Nc2cc(C)on2)cc1 (stereo not drawn)	?	-8%	4%
CC(O)(c1cccnc1)c1nc(-c2ccc3ccccc3c2)cs1 (stereo not drawn)	23µM*	21µM*	.
Nc1ccccc1/C=C/c1ccccc1N	?	-12%	.
CC1(C)CC(=O)c2cc(C(=O)Nc3ccc(Cl)cc3)c(=O)[nH]c2C1	2%	-1%	4%
COc1ccc(/C=C/C(=O)N2CCN(c3ccccn3)CC2)c2ccccc12	26µM*	?	6%

Next results follow:
compound	TDP1 cell noCPT	DT40 TDP1 CPT	TDP1 inh
Cn1nc(C(=O)NC2CCCCC2)c2ccccc2c1=O	-1%	-8%	4%
CCOC(=O)N1CCc2c(sc(NC(C)=O)c2C(N)=O)C1	-7%	-17%	.
Cc1sc2ncnc(SCC(=O)N3CCCC3)c2c1C	-14%	-5%	6%
Cc1c(NC(=O)Nc2ccc(C(C)C)cc2)c(=O)n(-c2ccccc2)n1C	6%	-12%	0%
Cc1ccc(NC(=O)CSc2ccccc2)cc1S(=O)(=O)N1CCOCC1	?	?	1%
CCc1cc2cc(C)cc(C)c2nc1SCC(=O)Nc1cc(C)on1	23%	-6%	3%
CC1(C(=O)Nc2ccc3c(c2)OCCO3)CCN1C(=O)C1(c2ccc(Cl)cc2)CCC1 (stereo not drawn)	?	?	.
